Assay outcomes: PubChem BioAssay, National Center for Advancing Translational Sciences (NCATS)
GLA spleen mod = inhibits or activates alpha-galactosidase in human spleen homogenate; P06280; human spleen homogenate, 4MU-alpha-Gal fluorescence, 40 min; Potency, µM (titrated, usually from 80 µM), for inactives: at the top dose activity change, negative = inhibition, actives largely listed as inhibitors; 0.008% of 240,000 active; AID 2107;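 further: potency means the concentration at half of the fitted maximal effect; 0% = enzyme with vehicle and -100% = no enzyme basal signal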
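Spleen homogenate 1 ug + cpd (titration) + 4-MU-alpha-D-galactopyranoside 1 mM; 37C 40 min; 50 mM citrate/phosphate pH 5.0, 0.01% Tween-20; stop pH 10; fluorescence 365/440; AC50 via Hill.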
CBFb-RUNX1 inh = inhibitors of human CBF-beta and RUNX1 interaction | AlphaScreen CBFb-His/RUNX1-biotin binding, biochemical | 230,000 tested, under 10 active | Q01196+Q13951 | Potency, µM (top dose mostly 59.8 µM), without a hit: at the top dose activity, negative = inhibition, usual class: inhibitors; further: % of control where 0% means no effect
Target sequence (Q01196 whole entry, looked up): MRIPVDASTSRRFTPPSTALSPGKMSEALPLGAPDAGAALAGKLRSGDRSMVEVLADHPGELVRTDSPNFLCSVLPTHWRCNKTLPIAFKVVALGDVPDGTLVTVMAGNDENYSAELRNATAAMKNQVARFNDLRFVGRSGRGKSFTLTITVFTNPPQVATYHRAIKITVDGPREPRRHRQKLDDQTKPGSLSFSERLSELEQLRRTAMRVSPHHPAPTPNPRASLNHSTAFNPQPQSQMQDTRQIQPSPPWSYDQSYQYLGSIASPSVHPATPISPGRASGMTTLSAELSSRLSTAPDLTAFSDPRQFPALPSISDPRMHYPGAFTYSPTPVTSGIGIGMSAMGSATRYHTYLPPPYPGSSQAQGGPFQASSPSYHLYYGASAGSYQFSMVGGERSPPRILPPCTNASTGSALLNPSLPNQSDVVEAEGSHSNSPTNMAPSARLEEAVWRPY
Target sequence (Q13951 whole entry, looked up): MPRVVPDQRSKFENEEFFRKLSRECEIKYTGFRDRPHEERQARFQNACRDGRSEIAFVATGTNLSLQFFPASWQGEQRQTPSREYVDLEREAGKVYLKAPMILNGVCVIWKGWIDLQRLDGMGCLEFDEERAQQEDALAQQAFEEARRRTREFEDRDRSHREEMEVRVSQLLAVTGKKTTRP
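His-tagged CBF-beta and biotinylated RUNX1 (30 nM each) were premixed 20 min at room temperature, exposed to compound for 15 min, then given nickel-chelate and streptavidin AlphaScreen beads (50 ng each). After 90 min, AlphaScreen signal was read.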
IMPase Li inh = IMPase inhibition in cells with lithium potentiation. CHO-M1 cells, IP1 TR-FRET (IP-One), carbachol + lithium. Potency, µM (doses to about 59.4 µM), inactives show at the top dose activity, negative = IMPase inhibition, usual class: inhibitors. 0.35% of 210,000 active;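 further: IP1 builds up when IMPase is blocked and the TR-FRET signal falls; potency means the concentration at half of the fitted maximal effect; plate controls were basal vehicle for no effect and high inhibitor control for full effect; nearly all actives have a fitted effect of over 50% in size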
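Test compounds were applied to CHO-M1 cells previously cultured for 16–30 h at 2000 per well. A small lithium amount accompanied them; after 30 min at 37C, IP1 was quantified by TR-FRET.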
Luc counter = Kinase-Glo luciferase inhibition (counter-screen) | Q27757 | 0.28% of 200,000 active | AID 1379 | Potency, µM (doses to about 38.3 µM), without a hit: at the highest dose activity change, negative = inhibition, usual class: inhibitors | Kinase-Glo luciferase, ATP luminescence, 8 min; further: potency means the concentration at half of the fitted maximal effect; on the % scale 0 is the no-effect control and ±100 the full control effect; nearly all actives have a fitted effect of over 60% in size
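Substrate mix (final 50 mM imidazole pH 7.2, 50 mM KCl, 7 mM MgCl2, 10 uM ATP, 0.01% Tween 20, 0.05% BSA) plus pin-tool compound, then Kinase-Glo detection mix; 8 min ambient, luminescence read.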
NPSR antag = neuropeptide S receptor (human) antagonism, cAMP | Q6W5P4 | CHO-NPSR cells, cAMP TR-FRET, antagonist mode | Potency, µM (top dose mostly 38.3 µM), for inactives: at the highest dose activity change, negative = inhibition, actives largely listed as inhibitors | 1% of 220,000 active | AID 1461; further: potency means the concentration at half of the fitted maximal effect; on the % scale 0 is the no-effect control and ±100 the full control effect; nearly all actives have a fitted effect of over 50% in size; many of its hits are not listed in these tables
Target sequence (Q6W5P4 whole entry, looked up): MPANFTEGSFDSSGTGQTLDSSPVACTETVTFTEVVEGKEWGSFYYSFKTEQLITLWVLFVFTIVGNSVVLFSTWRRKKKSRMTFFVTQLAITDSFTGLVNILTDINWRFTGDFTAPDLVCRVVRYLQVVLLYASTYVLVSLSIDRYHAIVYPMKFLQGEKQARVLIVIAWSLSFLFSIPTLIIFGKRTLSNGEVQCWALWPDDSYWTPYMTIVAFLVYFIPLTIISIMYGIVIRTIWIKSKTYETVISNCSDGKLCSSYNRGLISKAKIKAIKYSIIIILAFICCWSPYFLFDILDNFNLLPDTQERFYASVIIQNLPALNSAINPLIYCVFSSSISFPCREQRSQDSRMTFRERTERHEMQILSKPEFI
LMNA splice mod = LMNA splicing modulation | HeLa LMNA splicing GFP/RFP minigene ratio, 48 h | 0.01% of 200,000 active | Potency, µM (titrated, usually from 46.1 µM), for inactives: at the top dose ratio change, negative = inhibition, most hits filed as inhibitors | AID 1487; active means well fitted inhibition curve with a large enough effect in the signal ratio, with a control signal flat, not every such curve was filed as active; inconclusive means small, poorly fitted or top-dose-only effect, or effect the other way, or a change in a side signal; the % refers to the signal ratio; further: potency means the concentration at half of the fitted maximal effect; on the % scale 0 is the no-effect control and ±100 the full control effect
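S3 HeLa cells stably expressing lamin A-EGFP splicing minigene plus DsRed2, 600 cells/well, 48 h compound exposure at 37C. Laser-scanning cytometry; analysed as GFP (500-530 nm)/RFP (575-640 nm) total intensity ratio; 0.5% DMSO vehicle.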
Epigenetic derep = regulators of epigenetic silencing causing reporter derepression in mouse cells; AID 1865; 0.2% of 280,000 active; murine LDR cells, GFP reporter derepression, 30 h; Potency, µM (top dose mostly 53.9 µM), for the others: top-dose GFP activation, usual class: activators; further: potency means the concentration at half of the fitted maximal effect; % of control where 0% means no effect; nearly all actives have a fitted effect of over 60% in size
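Readout is the number of GFP-expressing murine LDR cells, counted by cytometry following washing. Cells were treated with compound for 30 h at 37 C; the stably integrated CMV-GFP locus is normally silent.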
The depositor's hits bear a star; ? = inconclusive; · = not tested or not shown; [ ] = remark or other dose. Unless noted, the call rests on the fitted dose curve; in most records, active means well fitted curve in the direction sought with a large enough effect; inconclusive means small, poorly fitted or top-dose-only effect, or another doubt; inactive means no such curve, though single readings can be large; an effect the other way counts as inactive or inconclusive. An excerpt. The share of hits here may be higher or lower than overall.

# | Compound | GLA spleen mod | CBFb-RUNX1 inh | IMPase Li inh | Luc counter | NPSR antag | LMNA splice mod | Epigenetic derep
1 | CCOc1ccc(Br)cc1S(=O)(=O)N1CCC(C(=O)O)CC1 | -0.4% | -3.7% | -5.4% | 1.5% | -5.9% | ? | 0.1%
2 | COc1ccccc1/C=C/C(=O)OCC(=O)Nc1ccc(Cl)cn1 | 7.8% | 5.3% | · | · | -8.7% | · | -1.3%
3 | Cc1ccc2c(c1)[nH]c1c(=O)n(CCN3CCCCC3)cnc12 | 6.6% | 6.9% | · | · | 4.3%[46.1 µM] | -2.1% | -5.3%
4 | O=c1nc2s/c(=C\c3ccco3)c(=O)n2nc1Cc1ccc(F)cc1 | -7.0% | · | 17.4%[38.3 µM] | 0.7% | -8.2%[46.1 µM] | 4.5% | -1.0%
5 | CCN1CCN(C(=O)CN(C)S(=O)(=O)c2ccc(Cl)cc2)CC1 | 3.1% | -1.7% | -1.5%[38.3 µM] | 8.3% | -11.6%[46.1 µM] | 8.7% | 3.0%
6 | CCCNC(=O)C(NS(=O)(=O)c1ccc2c(c1)c(=O)n(C)c(=O)n2C)c1ccccc1 (stereo not given) | 10.2% | -2.4% | -4.6%[38.3 µM] | 1.8% | 3.5%[46.1 µM] | -3.8% | 0.8%
7 | COc1ccc(CN(C(=O)c2oc3ccccc3c2C)C2CCS(=O)(=O)C2)cc1 (stereo not given) | 1.1% | ? | 8.1%[38.3 µM] | 1.4% | -11.1%[46.1 µM] | -16.2% | -2.1%
8 | CN(C)c1ccc(-c2nnc(-c3cccs3)o2)cc1 | 9.0% | 14.7% | ? | -13.0% | -23.6% | 17.1%[46 µM] | 0.0%

Quoted at random: 3 records from the list.
# | Compound | GLA spleen mod | CBFb-RUNX1 inh | IMPase Li inh | Luc counter | NPSR antag | LMNA splice mod | Epigenetic derep
6 | CCCNC(=O)C(NS(=O)(=O)c1ccc2c(c1)c(=O)n(C)c(=O)n2C)c1ccccc1 (stereo not given) | 10.2% | -2.4% | -4.6%[38.3 µM] | 1.8% | 3.5%[46.1 µM] | -3.8% | 0.8%
8 | CN(C)c1ccc(-c2nnc(-c3cccs3)o2)cc1 | 9.0% | 14.7% | ? | -13.0% | -23.6% | 17.1%[46 µM] | 0.0%
4 | O=c1nc2s/c(=C\c3ccco3)c(=O)n2nc1Cc1ccc(F)cc1 | -7.0% | · | 17.4%[38.3 µM] | 0.7% | -8.2%[46.1 µM] | 4.5% | -1.0%

The listing continues.
# | Compound | GLA spleen mod | CBFb-RUNX1 inh | IMPase Li inh | Luc counter | NPSR antag | LMNA splice mod | Epigenetic derep
9 | C=C1CCN([C@@H](C)C(=O)NCc2ccc(Cl)cc2)S(=O)(=O)c2ccccc21 | 8.6% | -1.7% | · | · | -31.9% | · | 0.0%
10 | O=C(NC(c1ccccc1)c1ccccc1)c1cccc(S(=O)(=O)NCc2ccccc2)c1 | -8.5% | -2.2% | 3.4% | 9.9% | -27.1% | ? | -0.4%
11 | Cc1cccc2sc(NNC(=O)c3ccc4c(c3)OCCO4)nc12 | 2.1% | -4.6%[2.36 µM] | 8.2% | -1.4% | 7.5% | ? | -3.0%
12 | C/C(=C/C=N/Nc1nc(N2CCCCC2)nc(N2CCCCC2)n1)c1ccccc1 | 6.5% | 0.3% | 11.4%[38.3 µM] | 1.3% | -12.9%[46.1 µM] | 4.6% | 0.8%
13 | CC(C)Oc1cccc(C(=O)C2CCCN(Cc3cnc(N4CCCC4)s3)C2)c1 (stereo not given) | -1.4% | -7.2% | 14.9% | -0.7% | -19.1% | ? | 2.4%
14 | C=CCn1c(C2CC(=O)N(c3ccc(C)cc3)C2)nc2ccccc21 (stereo not given) | 0.1% | 7.3% | -0.1%[38.3 µM] | 13.5% | -17.0%[46.1 µM] | -0.9% | 1.6%
15 | O=C(CN1CCN(C(=O)C2COc3ccccc3O2)CC1)Nc1ccc(F)cc1 (stereo not given) | -1.5% | 1.1% | · | · | 49.2% | · | -0.1%
16 | CC(C)(C)SCCNC(=O)COc1ccccc1 | -2.8% | -4.0% | 15.6%[38.3 µM] | 0.9% | -0.9%[46.1 µM] | -11.4% | -11.1%
17 | COc1ccc(Cl)cc1C(=O)NCc1ccco1 | -8.8% | 4.4% | · | · | -0.6% | · | 0.1%
18 | Cc1cc(C)nc(/N=C(\N)Nc2ccc(C)c([N+](=O)[O-])c2)n1 | -7.3% | 4.1% | 17.9%[38.3 µM] | -0.7% | 2.6%[46.1 µM] | -7.9% | -1.1%
19 | CSc1ccc(-c2nc(CSCC(=O)NCCCN3CCOCC3)c(C)o2)cc1 | 2.5% | 1.5% | 33.4%[activator][38.3 µM] | -4.3% | -18.9%[46.1 µM] | 0.0% | 0.8%
20 | COc1ccc(C(=O)OCC(=O)NCCN2C(=O)CSC2=O)cc1 | -1.3% | 2.3% | -0.8% | 0.7% | 4.7% | -1.1%[46 µM] | -1.4%
21 | O=C(Nc1cccnc1)c1ccc(CSc2ccccc2)cc1 | 2.5% | -7.0% | -2.1% | · | -59.3% | · | 5.3%
22 | Cc1nn(CC(=O)Nc2c(C)n(C)n(-c3ccccc3)c2=O)c(C)c1[N+](=O)[O-] | 7.9% | 6.0% | 1.9% | 0.0% | 10.0% | · | -3.8%
23 | CN1CCN(c2ccc(-c3ccnn3C(=O)Nc3cccc(C(F)(F)F)c3)cc2)CC1 | 17.9% | -2.8% | -9.8% | -3.3% | 7.2% | · | -0.9%[10.1 µM]
24 | O=c1c(-c2ccc(F)cc2)nc2cnc(N3CCNCC3)nc2n1Cc1cccs1 | 19.5% | · | 23.9% | · | · | ? | ·
25 | O=C(c1ccccc1)C(C(=O)N1CCc2ccccc2C1)n1ccccc1=O (stereo not given) | 1.8% | 2.4% | 2.3% | -1.5% | 12.9% | 16.3% | -1.0%
26 | O=C(Nc1nc2c(s1)CN(Cc1ccccc1)CC2)c1cccc(S(=O)(=O)N2CCc3ccccc32)c1 | 4.7% | 5.9% | 4.4%[38.3 µM] | 1.6% | -17.8%[46.1 µM] | 10.8% | 0.9%
27 | O=C(Nc1ccc(-c2nc3ccccc3[nH]2)cc1)c1ccc(N2C(=O)CCC2=O)cc1 | 7.9% | 29.9% | -19.0% | 0.7% | -15.6% | ? | 0.0%
28 | CCCOC(=O)C1[C@H]2C(=O)N(CC3CCCO3)C[C@]23C=C[C@H]1O3 (stereo not given in full) | -0.3% | 2.3% | -18.5%[38.3 µM] | -3.1% | 3.6%[46.1 µM] | -0.3% | -0.7%
29 | COC(=O)[C@@H]1C[C@H]1[C@@H](NS(=O)(=O)c1ccc2ccccc2c1)c1ccccc1 | 4.8% | 8.0% | 13.2% | 3.3% | · | · | 1.4%
30 | COc1ccc(NC(=O)C2CCCN2C(=O)Nc2cccc(F)c2)cc1 (stereo not given) | -9.0% | 6.9% | -3.7% | 0.5% | -4.1% | · | 0.1%
31 | O=C(Nc1ccc(-c2csc(Nc3ccc(Cl)cc3)n2)cc1)c1cccc(C(F)(F)F)c1 | 0.4% | 10.9% | · | · | -13.5% | · | 0.0%
32 | COc1ccc(N2C(S)=C(C#N)C(=O)NC2c2ccc(OC)c(OC)c2)cc1 (stereo not given) | -9.9% | 4.5% | -3.8% | 0.2% | 1.6% | 8.2%[46 µM] | 4.4%
33 | O=C(NCCCn1ccnc1)C(=O)NCC1OCCCN1S(=O)(=O)c1ccc(Cl)cc1 (stereo not given) | 0.0% | · | -3.2% | -2.3% | 16.6% | -0.3% | -0.3%
34 | CCOc1ccc(N=C2SC(C(=O)O)CC(=O)N2C)cc1 (stereo not given) | -2.9% | 0.6% | 10.2%[38.3 µM] | 1.6% | -0.7%[46.1 µM] | -0.9% | 0.0%
35 | Cc1cccc(CNc2ccnc(-c3ccccc3CN(C)C)n2)c1 | -29.5% | · | 13.2% | -4.0% | · | -10.0% | 0.3%
36 | O=C(NC(=S)NC1C2CC3CC(C2)CC1C3)C12CC3CC(CC(C3)C1)C2 (stereo not given) | 3.4% | -4.5% | -0.6% | 1.8% | -44.0% | -13.4% | -1.1%
37 | CCc1ccccc1NC(=O)Cn1cccc1C1=NC(c2ccccc2)CO1 (stereo not given) | 4.1% | 7.8% | 6.8% | -1.2% | 2.9% | 2.5% | -0.8%
38 | O=C1C2CCCN2C(=O)N1CCN1CCN(c2ccccc2)CC1 (stereo not given) | -3.1% | 4.3% | -0.7% | -3.2% | 21.4% | -5.0% | 1.0%
39 | O=C(CN1c2cccc3cccc(c23)S1(=O)=O)NCc1ccc2c(c1)OCO2 | 3.6% | 1.0% | 6.4%[38.3 µM] | -0.8% | -11.7%[46.1 µM] | ? | -0.2%
40 | CCOC(=O)C1=C(C)Nc2ncnn2C1c1ccc(N(C)C)cc1 (stereo not given) | -2.1% | -0.2% | · | · | 1.2%[46.1 µM] | 3.7% | -4.1%
41 | CN(C)S(=O)(=O)c1ccc(Cl)c(NC(=O)COC(=O)/C=C/c2cnc3ccccc3n2)c1 | 3.9% | -0.6% | · | · | -10.5% | · | 2.8%
42 | Cn1c(=O)c2c(nc(Br)n2CC(=O)C23CC4CC(CC(C4)C2)C3)n(C)c1=O | -4.4% | -0.3% | 12.9%[38.3 µM] | -2.9% | -26.0%[46.1 µM] | ? | -0.7%
43 | CCOC(=O)C(NC(=O)CC(C)C)(Nc1sc(C)c(CC)c1C#N)C(F)(F)F (stereo not given) | 1.7% | 3.5% | 0.5% | 0.8% | -18.4% | -6.5% | 1.0%
44 | CCOc1ccccc1NC(=O)C(OC(=O)c1ccccc1NS(=O)(=O)c1cccs1)c1ccccc1 (stereo not given) | 6.1% | 2.0% | 3.5% | -1.1% | -2.9% | -7.6% | 0.0%
45 | O=Cc1ccc(-n2cc(C=O)c3ccccc32)cc1 | 4.4% | -0.1% | -2.0% | -0.7% | -9.7% | 11.0%[46 µM] | -1.4%
46 | O=C(COc1ccc(S(=O)(=O)N2CCCC2)cc1)NCC1CCCO1 (stereo not given) | -1.5% | 4.8% | 6.0% | 1.0% | 2.0% | ? | 1.1%
47 | Cc1nnc2n(-c3ccccc3)c(=O)c3c4c(sc3n12)COC(C(C)C)C4 (stereo not given) | 1.0% | 5.0% | 2.4%[38.3 µM] | 0.2% | -11.4%[46.1 µM] | 3.4% | -0.7%
48 | Cc1ccc(C(=O)C(=S)N2CCOCC2)cc1 | -11.8% | 6.7% | -0.9% | 2.7% | 14.6% | ? | -1.9%
49 | Cc1cc(CCCCCCCCc2cc(C)cc(=O)o2)oc(=O)c1 | 0.1% | 21.0% | 17.4% | 2.3% | 8.4% | -1.4% | -4.1%
